TRPC4 block = TRPC4 (mouse) channel inhibition | AID 2247 | actives 0.39% (n = 300,000) | HEK293 TRPC4beta/mu-opioid, DAMGO-evoked Fluo4 calcium flux; stronger effect = lower value | B-score at 10 µM | Q9QUQ5;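 active = B-score over 3 SD under the library average, no early fluorescence shift, positive overall ratio signal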
Target sequence (Q9QUQ5 whole entry, looked up): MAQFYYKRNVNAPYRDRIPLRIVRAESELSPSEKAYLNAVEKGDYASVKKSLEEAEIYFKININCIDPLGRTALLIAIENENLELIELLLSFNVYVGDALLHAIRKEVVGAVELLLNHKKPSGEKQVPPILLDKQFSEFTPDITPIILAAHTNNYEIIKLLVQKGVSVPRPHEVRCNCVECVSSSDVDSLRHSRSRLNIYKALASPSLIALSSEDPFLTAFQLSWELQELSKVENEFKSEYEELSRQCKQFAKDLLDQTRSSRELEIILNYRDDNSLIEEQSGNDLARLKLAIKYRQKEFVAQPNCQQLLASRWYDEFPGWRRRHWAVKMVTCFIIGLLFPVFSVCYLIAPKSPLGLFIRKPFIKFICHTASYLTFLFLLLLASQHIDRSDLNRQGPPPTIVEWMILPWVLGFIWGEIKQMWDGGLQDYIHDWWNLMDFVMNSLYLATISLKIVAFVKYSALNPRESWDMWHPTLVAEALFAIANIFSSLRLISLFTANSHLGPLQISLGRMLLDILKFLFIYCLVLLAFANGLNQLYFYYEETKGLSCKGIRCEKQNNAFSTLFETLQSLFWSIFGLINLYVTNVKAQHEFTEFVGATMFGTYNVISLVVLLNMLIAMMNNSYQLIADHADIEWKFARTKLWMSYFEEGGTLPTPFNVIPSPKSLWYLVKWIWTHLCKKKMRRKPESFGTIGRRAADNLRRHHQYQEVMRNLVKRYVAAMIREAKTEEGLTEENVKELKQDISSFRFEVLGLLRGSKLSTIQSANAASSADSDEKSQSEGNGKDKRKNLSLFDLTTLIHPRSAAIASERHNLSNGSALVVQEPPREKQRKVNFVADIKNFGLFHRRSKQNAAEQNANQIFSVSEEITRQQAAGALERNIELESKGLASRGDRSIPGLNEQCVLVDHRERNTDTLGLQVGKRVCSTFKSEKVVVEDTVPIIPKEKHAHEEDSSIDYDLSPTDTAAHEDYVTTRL
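Test system – stable TRPC4beta/mu-opioid receptor HEK293 cells · Probe or stimulus – DAMGO, a submaximal dose followed by a maximal one · Dosing – one concentration per compound · Signal – Fluo4 calcium fluorescence by kinetic imaging, 5 s 1 Hz baseline · Evaluation – per-well B score of integrated baseline-normalized Fluo4 ratio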
TRPC4 PAM = TRPC4 (mouse) allosteric potentiation. actives 0.42% (n = 310,000). B-score at 10 µM. HEK293 TRPC4beta/mu-opioid, DAMGO EC20, Fluo-4 Ca2+ flux; stronger effect = higher value;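 active = B-score of calcium response area above 5 SD of library B-scores, with initial fluorescence ratio within 5 SD of library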;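 note: B-score of integrated fluorescence ratio over time as area under calcium response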
TRPC6 act = mouse TRPC6 channel activation | Q61143 | HEK293-TRPC6 membrane potential dye fluorescence; stronger effect = higher value | B-score at 10 µM | actives 0.13% (n = 310,000) | AID 2550;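 active = B-score of the integrated fluorescence ratio above library mean plus 3 SD, and starting fluorescence ratio within library mean plus 5 SD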;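 note: higher score means more depolarization so channel activation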
TRPC6 inh = inhibitors of mouse TRPC6 channel | Q61143 | HEK293-TRPC6, membrane potential dye, ACh-evoked depolarization; stronger effect = lower value | B-score at 10 µM | actives 1.1% (n = 310,000) | AID 2553;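 active = B-score under library mean minus 3 SD, initial fluorescence not abnormally high, positive integrated signal ratio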;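 note: B-score derived from integrated fluorescence ratio over the kinetic read; more negative B-score means stronger inhibition of depolarization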
MrgX1 antag = human MrgX1 receptor antagonism, primary screen; Q96LB2; actives 1.3% (n = 310,000); B-score at 10 µM; MRGX1-HEK293 calcium flux, Fluo-4, BAM8-22 antagonism; stronger effect = lower value;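 active = calcium-response B-score plate-corrected more than 3 library SD below zero, starting fluorescence within 5 deviations, no agonist response on first addition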;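 note: peak minus trough fluorescence over baseline after final BAM8-22 challenge near maximal dose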
aSyn 5UTR inh = 5' untranslated region of α-synuclein, MLPCN primary screen | alpha-synuclein 5'UTR reporter, inhibitor activity | inhibition, % (tested at 7.5 µM) | actives 0.82% (n = 300,000); in the data active = inhibition above about 60%;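 note: H4 neuroglioblastoma cells stably carrying SNCA 5'UTR luciferase fusion; 0% = DMSO wells and 100% = positive control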
KLF5 inhibitor = kruppel-like factor 5 inhibition. DLD-1 KLF5 promoter-luciferase reporter, luminescence. inhibition, % at 5 µM. AID 1700. actives 0.23% (n = 290,000);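 active = inhibition above a per-plate limit of that plate's mean compound inhibition plus 3 SD, cut at about 60% in these data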;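 note: 0% = DMSO wells and 100% = LY294002 at 200 µM; higher means less KLF5 promoter-driven luciferase light; inactives centre near -14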
TRPC4 agonist = TRPC4 (mouse) channel activation; Q9QUQ5; HEK293 TRPC4beta/mu-opioid, Fluo4 calcium fluorescence; stronger effect = higher value; B-score at 10 µM; actives 0.49% (n = 310,000);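 active = B-score above 5 SD of library B-scores, and initial fluorescence ratio not above library mean plus 5 SD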;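 note: positive B-score marks a calcium rise read as TRPC4 activation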
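System – HEK293 cells stably co-expressing mouse TRPC4beta and mu-opioid receptor · Signal – Fluo4 calcium-sensitive dye fluorescence, kinetic, 1 Hz baseline · Benchmarks – buffer (low) and maximal DAMGO (high) · Read-out – B score of integrated fluorescence ratio per well · Incubation – dye loading 45 min room temperature, 110 s kinetic read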
HIF act = HIF pathway transcriptional activation; U2OS HRE-luciferase reporter, luminescence; normalized: DMSO 0%, desferrioxamine 100%; activation, % at 7.5 µM (by protocol); actives 0.32% (n = 300,000);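 active = mean activation of at least 10% of the iron chelator positive control signal, with at least half of replicates also reaching 10%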
SKKanGAS inh = SKKanGAS growth inhibition. S. pyogenes SKKanGAS, kanamycin growth, BacTiter-Glo, 6 h. inhibition, % at 7.5 µM. actives 1.3% (n = 300,000). AID 1662;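 active = mean replicate score, as percent of positive control median, at least 50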;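 note: strain carries kanamycin resistance gene driven by streptokinase promoter and grows in 40 µg/ml kanamycin; loss of luminescence reflects streptokinase promoter inhibition or plain growth inhibition; 0% = median of DMSO wells and 100% = positive control at its reference dose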
IEC-6 tox = counter-screen for KLF5 inhibitors: cytotoxicity in IEC-6 cells; IEC-6 cytotoxicity, luminescence viability; inhibition, % at 5 µM; actives 0.78% (n = 290,000); in the data active = inhibition above about 22%;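 note: 0% = plate median of test compound wells and 100% = cytotoxic reference compound wells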
The depositor's hits bear a star.

What do the screens show for `Cc1ccc(S(=O)(=O)N2CCCCC2)cc1C(=O)NCC1CCCO1` (stereo unspecified)?
TRPC4 block: inactive; TRPC4 PAM: inactive; TRPC6 act: inactive; TRPC6 inh: inactive; MrgX1 antag: inactive; aSyn 5UTR inh: 7.8; KLF5 inhibitor: -40.7; TRPC4 agonist: inactive; HIF act: 0.0; SKKanGAS inh: -5.8; IEC-6 tox: -2.6

Results for COc1ccc(/C=C/C(=O)C2CC2)cc1COc1cccc(C)c1C ?
TRPC4 block: inactive; TRPC4 PAM: inactive; TRPC6 act: inactive; TRPC6 inh: inactive; MrgX1 antag: inactive; aSyn 5UTR inh: -10.4; KLF5 inhibitor: -0.9; TRPC4 agonist: inactive; HIF act: -0.4; SKKanGAS inh: 13.6; IEC-6 tox: 2.8

What do the screens show for `O=C(N/N=C/c1ccc(-c2ccccc2[N+](=O)[O-])o1)c1cccnc1`?
TRPC4 block: inactive; TRPC4 PAM: inactive; TRPC6 act: inactive; TRPC6 inh: inactive; MrgX1 antag: inactive; aSyn 5UTR inh: 24.3; KLF5 inhibitor: -27.2; TRPC4 agonist: inactive; HIF act: 1.5; SKKanGAS inh: -1.7; IEC-6 tox: 0.4

Results for COc1ccccc1Oc1ccc2c(c1)C(=O)N(c1cccc3ncccc13)C2=O ?
TRPC4 block: inactive; TRPC4 PAM: inactive; TRPC6 act: inactive; TRPC6 inh: inactive; aSyn 5UTR inh: -7.1; KLF5 inhibitor: -9.9; TRPC4 agonist: inactive; HIF act: -0.3; SKKanGAS inh: -1.4; IEC-6 tox: 10.9

Results for Fc1ccc(-c2cnn3c(-c4ccncc4)ccnc23)cc1 ?
TRPC4 block: inactive; TRPC4 PAM: inactive; TRPC6 act: inactive; TRPC6 inh: inactive; MrgX1 antag: inactive; aSyn 5UTR inh: -69.4; KLF5 inhibitor: -104.6; TRPC4 agonist: inactive; HIF act: 1.4; SKKanGAS inh: -4.9; IEC-6 tox: 6.5

What do the screens show for `CCOC(=O)c1cc(-c2c(Cl)cccc2Cl)no1`?
TRPC4 block: inactive; TRPC4 PAM: inactive; TRPC6 act: inactive; TRPC6 inh: inactive; MrgX1 antag: inactive; aSyn 5UTR inh: -19.6; KLF5 inhibitor: -2.4; TRPC4 agonist: inactive; HIF act: -0.4; SKKanGAS inh: -1.6; IEC-6 tox: 5.7

How did Cc1nc(C2COc3ccccc3O2)sc1C(=O)O (stereo unspecified) do in these assays?
TRPC4 block: inactive; TRPC4 PAM: inactive; TRPC6 act: inactive; TRPC6 inh: inactive; MrgX1 antag: inactive; aSyn 5UTR inh: -55.7; KLF5 inhibitor: -17.3; TRPC4 agonist: inactive; HIF act: 0.4; SKKanGAS inh: -6.1; IEC-6 tox: 3.9

Results for CNc1ccc(Br)cc(C(=O)/C=C/c2ccc(OC)cc2OC)c1=O ?
TRPC4 block: inactive; TRPC4 PAM: inactive; TRPC6 act: inactive; TRPC6 inh: inactive; MrgX1 antag: inactive; aSyn 5UTR inh: -20.7; KLF5 inhibitor: -36.1; TRPC4 agonist: inactive; HIF act: -10.9; SKKanGAS inh: 26.0; IEC-6 tox: 0.2

What do the screens show for `Cc1nn(CCCC(=O)Nc2ccccn2)c(C)c1[N+](=O)[O-]`?
TRPC4 block: inactive; TRPC4 PAM: inactive; TRPC6 act: inactive; TRPC6 inh: inactive; MrgX1 antag: inactive; aSyn 5UTR inh: 14.1; KLF5 inhibitor: 5.1; TRPC4 agonist: inactive; HIF act: -0.5; SKKanGAS inh: -0.5; IEC-6 tox: -2.7

Results for CCOC(=O)N1CCC(O)(c2cc(C)c(C)cc2C)CC1 ?
TRPC4 block: inactive; TRPC4 PAM: inactive; TRPC6 act: inactive; TRPC6 inh: -9.52*; MrgX1 antag: inactive; aSyn 5UTR inh: 6.5; KLF5 inhibitor: -15.7; TRPC4 agonist: inactive; HIF act: -0.3; SKKanGAS inh: -8.6; IEC-6 tox: 2.9

Results for CC(C)(C)c1nc2scc(-c3ccc(Cl)cc3)c2c(=O)o1 ?
TRPC4 block: inactive; TRPC4 PAM: inactive; TRPC6 act: inactive; TRPC6 inh: inactive; MrgX1 antag: inactive; aSyn 5UTR inh: -26.0; KLF5 inhibitor: -2.4; TRPC4 agonist: inactive; HIF act: -0.2; SKKanGAS inh: 18.5; IEC-6 tox: 6.8

How did c1c(CC2CCCC2)nnn1C[C@H]1CC[C@@H]([C@@H]2CC[C@H](Cn3cc(CC4CCCC4)nn3)O2)O1 do in these assays?
TRPC4 block: inactive; TRPC4 PAM: inactive; TRPC6 act: inactive; TRPC6 inh: inactive; MrgX1 antag: inactive; aSyn 5UTR inh: -0.5; KLF5 inhibitor: -19.5; TRPC4 agonist: inactive; HIF act: -0.4; SKKanGAS inh: 1.8; IEC-6 tox: -2.8

Results for Cc1cc(C)n2c(-c3ccccc3Cl)nnc2n1 ?
TRPC4 block: inactive; TRPC4 PAM: inactive; TRPC6 act: inactive; TRPC6 inh: inactive; MrgX1 antag: inactive; aSyn 5UTR inh: -23.4; KLF5 inhibitor: -2.7; TRPC4 agonist: inactive; HIF act: 0.9; SKKanGAS inh: 0.6; IEC-6 tox: -1.3

What do the screens show for `COC(=O)c1cn(-c2ccccc2)c(=O)c2ccccc12`?
TRPC4 block: inactive; TRPC4 PAM: inactive; TRPC6 act: inactive; TRPC6 inh: inactive; MrgX1 antag: inactive; aSyn 5UTR inh: 13.3; KLF5 inhibitor: -18.0; TRPC4 agonist: inactive; HIF act: -0.6; SKKanGAS inh: 11.0; IEC-6 tox: -1.1

What do the screens show for `CN(C)S(=O)(=O)c1cccc2c1C(=O)c1ccccc1C2=O`?
TRPC4 block: inactive; TRPC4 PAM: inactive; TRPC6 act: inactive; TRPC6 inh: inactive; MrgX1 antag: inactive; aSyn 5UTR inh: -0.6; KLF5 inhibitor: -6.0; TRPC4 agonist: inactive; HIF act: -0.4; SKKanGAS inh: -3.0; IEC-6 tox: 8.7

What do the screens show for `Cc1cc2ccccc2n1CCNC(=O)COc1ccccc1`?
TRPC4 block: inactive; TRPC4 PAM: inactive; TRPC6 act: inactive; TRPC6 inh: inactive; MrgX1 antag: inactive; aSyn 5UTR inh: 8.9; TRPC4 agonist: inactive; HIF act: -0.4; SKKanGAS inh: 10.7

How did N#C/C(=C(/O)COC(=O)c1ccc(O)cc1)c1nc2ccccc2[nH]1 do in these assays?
TRPC4 block: inactive; TRPC4 PAM: inactive; TRPC6 act: inactive; TRPC6 inh: inactive; MrgX1 antag: inactive; aSyn 5UTR inh: -5.6; KLF5 inhibitor: 3.2; TRPC4 agonist: inactive; HIF act: -0.1; SKKanGAS inh: 0.6; IEC-6 tox: 1.3

What do the screens show for `C/C(=N/NC(=O)CNc1ccc(C)cc1)c1ccc(Br)s1`?
TRPC4 block: inactive; TRPC4 PAM: inactive; TRPC6 act: inactive; TRPC6 inh: inactive; MrgX1 antag: inactive; aSyn 5UTR inh: -15.3; KLF5 inhibitor: -23.9; TRPC4 agonist: inactive; HIF act: 0.9; SKKanGAS inh: 3.2; IEC-6 tox: 3.6

What do the screens show for `COc1ccc(C2/C=C\CNCC(=O)N2Cc2ccc(F)cc2)cc1` (stereo unspecified)?
TRPC4 block: inactive; TRPC4 PAM: inactive; TRPC6 act: inactive; TRPC6 inh: inactive; MrgX1 antag: inactive; aSyn 5UTR inh: 12.7; TRPC4 agonist: inactive; HIF act: 0.1; SKKanGAS inh: 14.9

Results for NC(=S)Nc1ccc(Cl)cc1Cl ?
TRPC4 block: inactive; TRPC4 PAM: inactive; TRPC6 act: inactive; TRPC6 inh: inactive; MrgX1 antag: -6.49*; aSyn 5UTR inh: 4.5; KLF5 inhibitor: -15.4; TRPC4 agonist: inactive; HIF act: 0.0; SKKanGAS inh: -2.4; IEC-6 tox: 1.9

Results for O=S(=O)(NC1CC1)c1ccccc1 ?
TRPC4 block: inactive; TRPC4 PAM: inactive; TRPC6 act: inactive; TRPC6 inh: inactive; MrgX1 antag: inactive; aSyn 5UTR inh: 7.9; KLF5 inhibitor: -13.4; TRPC4 agonist: inactive; HIF act: -1.1; SKKanGAS inh: -1.0; IEC-6 tox: -5.2

How did CC[C@@H]1CC=C[C@H]2[C@H]1C(=O)N(Cc1ccccc1)[C@H]2c1ccoc1 do in these assays?
TRPC4 PAM: inactive; TRPC6 act: inactive; TRPC6 inh: inactive; MrgX1 antag: inactive; aSyn 5UTR inh: -10.3; TRPC4 agonist: inactive; HIF act: 0.4; SKKanGAS inh: -0.7

Results for CCSc1nc2c(c(=O)[nH]1)C(c1cccnc1)C(C(=O)OC(C)C)=C(C)N2 (stereo unspecified) ?
TRPC4 block: inactive; TRPC4 PAM: inactive; TRPC6 act: inactive; TRPC6 inh: inactive; MrgX1 antag: inactive; aSyn 5UTR inh: 16.4; KLF5 inhibitor: -22.3; TRPC4 agonist: inactive; HIF act: -0.5; SKKanGAS inh: -1.5; IEC-6 tox: 3.3

How did CCN(CC)C(=O)CN(C#N)c1nc(C)cc(C)n1 do in these assays?
TRPC4 block: inactive; TRPC4 PAM: inactive; TRPC6 act: inactive; TRPC6 inh: inactive; MrgX1 antag: inactive; aSyn 5UTR inh: -16.2; KLF5 inhibitor: -1.6; TRPC4 agonist: inactive; HIF act: -0.2; SKKanGAS inh: -8.3; IEC-6 tox: 0.2

How did CC(C)N(C)Cc1nnnn1CC(=O)N(C)Cc1cccc(Cl)c1 do in these assays?
TRPC4 block: inactive; TRPC4 PAM: inactive; TRPC6 act: inactive; TRPC6 inh: inactive; MrgX1 antag: inactive; aSyn 5UTR inh: 9.2; KLF5 inhibitor: -18.4; TRPC4 agonist: inactive; HIF act: -3.9; SKKanGAS inh: 4.0; IEC-6 tox: -1.4

What do the screens show for `c1ccc(Cc2cc(-c3ccccc3)on2)cc1`?
TRPC4 block: inactive; TRPC4 PAM: inactive; TRPC6 act: inactive; TRPC6 inh: inactive; MrgX1 antag: inactive; aSyn 5UTR inh: -129.5; KLF5 inhibitor: -36.9; TRPC4 agonist: inactive; HIF act: 1.6; SKKanGAS inh: 16.8; IEC-6 tox: 1.8

Screening data from PubChem BioAssay.
